High-throughput results deposited in PubChem by several laboratories.
Measles CPE = protection of cells from measles virus. Measles virus-infected cells, CPE protection, absorbance. protection (pct of control), % at 4 µM. 140,000 compounds, 1.5% hits. AID 841; in the data active means protection mostly above about 24%, no sharp cut-off; inactive means mostly below about 26%; further: some compounds called inactive have numbers as strong as hits
Yeast life ext = extends the lifespan of yeast; S. cerevisiae growth with nicotinamide, OD615; deaD strain in restrictive glucose medium; inhibition of the nicotinamide effect, % at 10 µM; 130,000 compounds, 0.68% hits; AID 775;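 active means inhibition above a set limit, placed 3 SD over the median of all compounds, cut at about 26% in these data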;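 further: 0% = nicotinamide-treated wells and 100% = cells grown without nicotinamide; some compounds called inactive have numbers as strong as hits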
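Measured by: optical density (absorbance) at 615 nm; System: modified budding yeast, DeaD strain; Medium: restrictive CSMM-D dextrose medium; Timing: 4 h preincubation then 48 h treatment at 30 °C.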
MRP1 act = activates MRP-1. viability increase, % at 10 µM. 140,000 compounds, 0.61% hits. AID 799. H69AR cells + doxorubicin, viability rescue, CellTiter-Glo;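 active means viability gain under doxorubicin at or above a set limit, the compound median plus 3 SD, cut at about 4.7% in these data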;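 further: MRP-1 overexpressing cells given doxorubicin 25 µM after compound pretreatment; 18-22 h compound pretreatment then 72 h with doxorubicin before readout; 0% = doxorubicin-only wells and 100% = vehicle-treated cells without doxorubicin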
GALR2 antag = GALR2 (human) receptor antagonism. GALR2-expressing cells, antagonist mode. 140,000 compounds, 0.39% hits. inhibition, % at 4 µM. O43603. AID 828; in the data active means inhibition above about 27%;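 further: cells stimulated with galanin 1-16 at roughly its EC80; 0% = agonist challenge control and 100% = basal control without agonist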
Target sequence (O43603 whole entry, looked up): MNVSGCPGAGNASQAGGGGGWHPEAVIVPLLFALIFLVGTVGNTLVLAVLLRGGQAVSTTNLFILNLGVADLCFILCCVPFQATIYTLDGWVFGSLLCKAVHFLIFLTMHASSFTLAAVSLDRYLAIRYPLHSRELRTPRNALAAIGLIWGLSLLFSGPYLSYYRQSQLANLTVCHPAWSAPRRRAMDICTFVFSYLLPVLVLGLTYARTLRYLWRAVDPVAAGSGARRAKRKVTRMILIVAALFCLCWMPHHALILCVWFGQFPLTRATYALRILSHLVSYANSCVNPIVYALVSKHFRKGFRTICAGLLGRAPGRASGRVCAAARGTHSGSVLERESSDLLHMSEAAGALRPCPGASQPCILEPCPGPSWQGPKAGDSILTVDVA
bCat KO growth = beta-catenin-lacking colon tumor cell growth suppression | 140,000 compounds, 1.5% hits | viability, % at 10 µM | HCT116 beta-catenin knockout viability, CellTiter-Glo, 60 h; active compounds read low;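 active means viability at or under a set limit, the compound median less 4 SD, cut at about 6% in these data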;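 further: 0% = Hyamine 1622 control at 20 µM and 100% = untreated cell control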
Yeast growth inh = chemicals that inhibit yeast BB579 growth in restrictive medium (lifespan-shortening candidates) | AID 804 | 140,000 compounds, 0.51% hits | inhibition, % at 10 µM | S. cerevisiae BB579 growth, OD615, 48 h;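 active means inhibition above a set limit, 3 SD over the mean compound inhibition, cut at about 44% in these data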; further: inactives centre near -24
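Detection: OD615 turbidity measurement; Material: Saccharomyces cerevisiae DeaD strain BB579, replicative lifespan model yeast; Timing: 48 h exposure, 30 °C; Doses: single 10 µM dose; Medium: CSMM-D restrictive synthetic medium containing dextrose (glucose); Controls: amphotericin B at 10 µg/mL as positive control.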
NPY Y2 blocker = blocks the human neuropeptide Y Y2 receptor | 140,000 compounds, 0.99% hits | P49146 | inhibition, % at 2.7 µM | AID 793 | NPY-Y2 expressing cells, antagonist mode; in the data active means inhibition above about 17%;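 further: 0% = vehicle with agonist challenge and 100% = reference antagonist with challenge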
Target sequence (P49146 whole entry, looked up): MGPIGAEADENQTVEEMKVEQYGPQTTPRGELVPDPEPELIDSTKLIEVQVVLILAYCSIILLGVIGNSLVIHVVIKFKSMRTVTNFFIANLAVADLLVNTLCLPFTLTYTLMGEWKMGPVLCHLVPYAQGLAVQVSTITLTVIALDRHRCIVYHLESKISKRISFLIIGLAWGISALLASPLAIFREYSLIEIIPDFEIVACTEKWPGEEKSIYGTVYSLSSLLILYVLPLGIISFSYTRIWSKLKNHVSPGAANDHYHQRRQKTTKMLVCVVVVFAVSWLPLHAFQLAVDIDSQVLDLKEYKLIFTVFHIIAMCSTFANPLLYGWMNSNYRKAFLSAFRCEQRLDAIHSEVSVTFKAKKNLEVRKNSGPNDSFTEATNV
Phagocytosis inh = blocks phagocytosis by macrophages; J774A.1 macrophage IgG-bead phagocytosis, imaging; 110,000 compounds, 0.07% hits; inhibition, % at 5 µM; AID 1029;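 active means inhibition above the mean of the plate negative controls plus 5 SD, cut at about 13% in these data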;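 further: phagocytic index as fraction of beads internalized from green versus red external bead signal; plate controls were DMSO negative control for no effect and cytochalasin-D positive control for full effect; some results beyond the cut were filed as inactive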
E-sel TNF inh = TNF alpha driven E-selectin expression inhibition | HUVEC TNFa-induced E-selectin immunofluorescence, high content | inhibition, % at 2 µM | 120,000 compounds, 0.71% hits | AID 1246;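 active means inhibition above the batch mean plus 3 SD, and confirmed as a hit on visual image review, cut at about 43% in these data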;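 further: 0% = TNF-stimulated DMSO wells and 100% = unstimulated control wells; not every result past the cut was called active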
PTEN del growth = PTEN-deleted cell growth suppression. 140,000 compounds, 1.2% hits. AID 827. HCT116 PTEN-null viability, CellTiter-Glo, 60 h; active compounds read low. viability, % at 10 µM;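 active means viability at or below a set limit, 4 SD under the median of all tested compounds, cut at about 3.7% in these data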;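 further: PTEN knockout HCT116 line with beta catenin targeted HCT116 as companion control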
An asterisk follows results filed as active. An unsorted share of the library, and some 6.2% of all compounds hit somewhere here.

How did c1ccc(-n2c(-c3ccncc3)nnc2-c2cccs2)cc1 do in these assays?
Measles CPE: 9; Yeast life ext: -4; MRP1 act: -1.1; GALR2 antag: 7; bCat KO growth: 109; Yeast growth inh: -6; NPY Y2 blocker: 0; Phagocytosis inh: -1; E-sel TNF inh: 16; PTEN del growth: 113

How did CCCCC(=O)Nc1ccc(C(=O)NNC(=O)CCc2ccccc2)cc1 do in these assays?
Measles CPE: 40; Yeast life ext: -14; MRP1 act: -0.2; GALR2 antag: 2; bCat KO growth: 99; Yeast growth inh: -26; NPY Y2 blocker: 1; E-sel TNF inh: -28; PTEN del growth: 99

How did CCOC(=O)c1oc2ccccc2c1NC(=O)c1ccc(S(=O)(=O)N(C)C)cc1 do in these assays?
Measles CPE: 5; Yeast life ext: -24; MRP1 act: -1.4; GALR2 antag: -7; bCat KO growth: 86; Yeast growth inh: -52; NPY Y2 blocker: 2; E-sel TNF inh: 28; PTEN del growth: 92

Results for COC(=O)CSc1nc(-c2ccccc2)nc2ccc(F)cc12 ?
Measles CPE: 10; Yeast life ext: -1; MRP1 act: -3.6; GALR2 antag: 1; bCat KO growth: 98; Yeast growth inh: -30; NPY Y2 blocker: -1; E-sel TNF inh: -8; PTEN del growth: 92

How did CCCCc1cc(=O)oc2c(CN3CCCC3)c(O)c(Cl)cc12 do in these assays?
Measles CPE: 15; Yeast life ext: -12; MRP1 act: -3.0; GALR2 antag: 2; bCat KO growth: 92; Yeast growth inh: -35; NPY Y2 blocker: -1; Phagocytosis inh: -3; E-sel TNF inh: -9; PTEN del growth: 85

Results for COc1ccc(CCNC(=O)CSc2nnc(-c3ccc(F)cc3)c3ccccc23)cc1OC ?
Measles CPE: 15; Yeast life ext: -2; MRP1 act: -3.2; GALR2 antag: 2; bCat KO growth: 85; Yeast growth inh: -34; NPY Y2 blocker: 3; Phagocytosis inh: -6; E-sel TNF inh: 21; PTEN del growth: 94

How did COc1cc(OC)cc(-c2nc3nc(C)c(CCC(=O)NCc4ccco4)c(C)n3n2)c1 do in these assays?
Measles CPE: 7; Yeast life ext: -18; MRP1 act: -3.9; GALR2 antag: -6; bCat KO growth: 104; Yeast growth inh: -2; NPY Y2 blocker: -1; Phagocytosis inh: 4; E-sel TNF inh: -13; PTEN del growth: 106

Results for CC1CCN(C(c2ccccc2)c2nnnn2C(C)(C)C)CC1 (stereo not given) ?
Measles CPE: 16; Yeast life ext: -3; MRP1 act: -2.7; GALR2 antag: 12; bCat KO growth: 89; Yeast growth inh: -16; NPY Y2 blocker: 9; Phagocytosis inh: 1; PTEN del growth: 86

Results for Cc1ccc(C2CC(c3cccc(Cl)c3)n3nc(N)nc3N2)cc1 (stereo not given) ?
Measles CPE: 7; Yeast life ext: -12; MRP1 act: -2.9; GALR2 antag: -8; bCat KO growth: 98; Yeast growth inh: -23; NPY Y2 blocker: 3; Phagocytosis inh: 0; E-sel TNF inh: -3; PTEN del growth: 97

How did CC1C(=O)C(C)C(c2ccc3c(c2)OCO3)NC1c1ccc2c(c1)OCO2 (stereo not given) do in these assays?
Measles CPE: 31; Yeast life ext: -4; MRP1 act: -2.3; GALR2 antag: 2; bCat KO growth: 82; Yeast growth inh: -35; NPY Y2 blocker: 0; Phagocytosis inh: 1; E-sel TNF inh: 2; PTEN del growth: 86

What do the screens show for `CCOC(=O)C1CCCN(c2nc3ccccc3nc2C(C#N)C(=O)OCC)C1` (stereo not given)?
Measles CPE: 28; Yeast life ext: 8; MRP1 act: -1.5; GALR2 antag: 1; bCat KO growth: 49; Yeast growth inh: -41; NPY Y2 blocker: 5; Phagocytosis inh: -1; E-sel TNF inh: -20; PTEN del growth: 38

How did COc1ccccc1NC(CC(=O)c1ccccc1)C(=O)OCC(=O)c1ccc(C)cc1 (stereo not given) do in these assays?
Measles CPE: 4; Yeast life ext: 4; MRP1 act: 2.3; GALR2 antag: -5; bCat KO growth: 72; Yeast growth inh: -16; NPY Y2 blocker: 3; Phagocytosis inh: -4; PTEN del growth: 70

What do the screens show for `CCOc1cc(NC(=S)Nc2cccc(C)c2)c(OCC)cc1NC(=O)CC(C)C`?
Measles CPE: 8; Yeast life ext: -23; MRP1 act: -6.6; GALR2 antag: -1; bCat KO growth: 68; Yeast growth inh: -28; NPY Y2 blocker: -2; E-sel TNF inh: -23; PTEN del growth: 86

What do the screens show for `O=C1C2CCCN2C(c2ccc(F)cc2)N1c1ccc(Cl)cc1` (stereo not given)?
Measles CPE: 11; Yeast life ext: -6; MRP1 act: -1.0; GALR2 antag: -14; bCat KO growth: 82; Yeast growth inh: -22; NPY Y2 blocker: 4; E-sel TNF inh: 26; PTEN del growth: 92

What do the screens show for `O=C(Nc1ccc2nsnc2c1)N1CCCCC1`?
Measles CPE: 3; Yeast life ext: -12; MRP1 act: 0.6; GALR2 antag: -7; bCat KO growth: 98; Yeast growth inh: -18; NPY Y2 blocker: 2; Phagocytosis inh: -1; E-sel TNF inh: 8; PTEN del growth: 98

What do the screens show for `COCCN=c1scc(-c2ccccc2)n1/N=C/c1c[nH]c2ccccc12`?
Yeast life ext: -4; MRP1 act: -1.6; GALR2 antag: 7; bCat KO growth: 54; Yeast growth inh: 5; NPY Y2 blocker: -2; Phagocytosis inh: -3; PTEN del growth: 42

What do the screens show for `CC(C)C(NC(=O)C1CCC(C(C)(C)C)CC1)C(=O)NCc1cccnc1` (stereo not given)?
Measles CPE: 19; Yeast life ext: -9; MRP1 act: -0.9; GALR2 antag: -6; bCat KO growth: 66; Yeast growth inh: 6; NPY Y2 blocker: 3; Phagocytosis inh: 0; E-sel TNF inh: 17; PTEN del growth: 65

Results for Cn1c(=O)n(Cc2ccc(F)cc2)c(=O)c2c1nc1n2CCCN1C1CCCCC1 ?
Measles CPE: 17; Yeast life ext: -8; MRP1 act: 0.8; GALR2 antag: -6; bCat KO growth: 85; Yeast growth inh: -15; NPY Y2 blocker: -2; Phagocytosis inh: 0; E-sel TNF inh: -13; PTEN del growth: 73

Results for Cc1ccc(NC(=O)Cn2cc(S(=O)(=O)c3ccccc3)c(=O)c3cc(F)ccc32)cc1 ?
Measles CPE: 7; Yeast life ext: 1; MRP1 act: -1.0; GALR2 antag: 6; bCat KO growth: 86; Yeast growth inh: -21; NPY Y2 blocker: -1; E-sel TNF inh: -22; PTEN del growth: 86

What do the screens show for `Cc1ccc2nc(NC(=O)C3=NN(c4ccccc4)C(=O)CC3)sc2c1`?
Measles CPE: 21; Yeast life ext: -5; MRP1 act: 0.9; GALR2 antag: 8; bCat KO growth: 88; Yeast growth inh: -50; NPY Y2 blocker: 3; Phagocytosis inh: -10; E-sel TNF inh: -3; PTEN del growth: 106

Results for Cc1[nH]n(-c2ccccc2)c(=O)c1CCOC(=O)c1cccc(C(F)(F)F)c1 ?
Measles CPE: 19; Yeast life ext: -8; MRP1 act: -0.1; GALR2 antag: -16; bCat KO growth: 77; Yeast growth inh: -27; NPY Y2 blocker: 0; E-sel TNF inh: -3; PTEN del growth: 77

How did Cc1cccc(C(=O)NNC(=O)c2ccc(Cl)cc2)c1O do in these assays?
Measles CPE: 1; Yeast life ext: 14; MRP1 act: 0.2; GALR2 antag: 16; bCat KO growth: 56; Yeast growth inh: -13; NPY Y2 blocker: 3; Phagocytosis inh: 0; E-sel TNF inh: -24; PTEN del growth: 63

How did O=c1oc2cc(O)ccc2c2oc3cc(O)ccc3c12 do in these assays?
Measles CPE: 10; Yeast life ext: -1; MRP1 act: -0.5; GALR2 antag: 12; bCat KO growth: 91; Yeast growth inh: -14; NPY Y2 blocker: 2; PTEN del growth: 94

What do the screens show for `O=[N+]([O-])c1ccc(N2CCC(=NOCc3ccc(Cl)cc3)CC2)cc1`?
Measles CPE: 6; Yeast life ext: 26; MRP1 act: -0.3; GALR2 antag: -7; bCat KO growth: 73; Yeast growth inh: -61; NPY Y2 blocker: 15; PTEN del growth: 73

How did CCOc1ccc(Cn2nnc(C(=O)Nc3cc(C)cc(C)c3)c2N)cc1 do in these assays?
Measles CPE: 14; Yeast life ext: -6; MRP1 act: 0.1; GALR2 antag: -5; bCat KO growth: 91; Yeast growth inh: -13; NPY Y2 blocker: 1; Phagocytosis inh: 0; PTEN del growth: 88

Results for COc1cc2nc(=S)n3[nH]c(COc4ccccc4C)nc3c2cc1OC ?
Measles CPE: 2; Yeast life ext: 1; MRP1 act: -3.1; GALR2 antag: -15; bCat KO growth: 80; Yeast growth inh: 12; NPY Y2 blocker: 4; Phagocytosis inh: -7; E-sel TNF inh: -7; PTEN del growth: 80

How did CCOC(=O)CCc1c(C)nc2cc(-c3ccccc3OC)[nH]n2c1=O do in these assays?
Measles CPE: 7; Yeast life ext: -5; MRP1 act: 0.2; GALR2 antag: -15; bCat KO growth: 88; Yeast growth inh: -8; NPY Y2 blocker: 2; Phagocytosis inh: 0; E-sel TNF inh: -11; PTEN del growth: 93

Results for O=C(CC1S/C(=N\S(=O)(=O)c2ccccc2)N(c2ccccc2)C1=O)Nc1ccc(F)cc1 (stereo not given) ?
Measles CPE: 10; Yeast life ext: 3; MRP1 act: 0.1; GALR2 antag: -20; bCat KO growth: 97; Yeast growth inh: -44; NPY Y2 blocker: 1; Phagocytosis inh: -8; PTEN del growth: 97

What do the screens show for `OCCCc1nc2ccccc2n1CCOc1ccccc1`?
Measles CPE: 6; Yeast life ext: 5; MRP1 act: -0.8; GALR2 antag: 0; bCat KO growth: 101; Yeast growth inh: -59; NPY Y2 blocker: 1; Phagocytosis inh: -1; E-sel TNF inh: 9; PTEN del growth: 101

How did COc1cccc(C(=O)OCCN2C(=O)c3ccccc3C2=O)c1OC do in these assays?
Measles CPE: 35; Yeast life ext: -8; MRP1 act: 2.6; GALR2 antag: -13; bCat KO growth: 99; Yeast growth inh: -14; NPY Y2 blocker: 3; Phagocytosis inh: 0; E-sel TNF inh: 31; PTEN del growth: 101

Results for O=C(OCC(=O)c1c[nH]c2ccccc12)c1cc2ccccc2cc1O ?
Measles CPE: 10; Yeast life ext: -5; MRP1 act: -3.4; GALR2 antag: 17; bCat KO growth: 72; Yeast growth inh: -2; NPY Y2 blocker: 3; Phagocytosis inh: -10; E-sel TNF inh: -24; PTEN del growth: 70

How did Cn1c2c(c(=O)n(C)c1=O)CN(CCc1ccccc1)CN2 do in these assays?
Measles CPE: 17; Yeast life ext: 7; MRP1 act: -0.6; GALR2 antag: -12; bCat KO growth: 101; Yeast growth inh: -62; NPY Y2 blocker: 4; Phagocytosis inh: -1; E-sel TNF inh: -44; PTEN del growth: 106

2 compounds picked at random from those above:
What do the screens show for `OCCCc1nc2ccccc2n1CCOc1ccccc1`?
Measles CPE: 6; Yeast life ext: 5; MRP1 act: -0.8; GALR2 antag: 0; bCat KO growth: 101; Yeast growth inh: -59; NPY Y2 blocker: 1; Phagocytosis inh: -1; E-sel TNF inh: 9; PTEN del growth: 101

Results for O=C(CC1S/C(=N\S(=O)(=O)c2ccccc2)N(c2ccccc2)C1=O)Nc1ccc(F)cc1 (stereo not given) ?
Measles CPE: 10; Yeast life ext: 3; MRP1 act: 0.1; GALR2 antag: -20; bCat KO growth: 97; Yeast growth inh: -44; NPY Y2 blocker: 1; Phagocytosis inh: -8; PTEN del growth: 97
